High-throughput results deposited in PubChem by Southern Research Specialized Biocontainment Screening Center.
Salmonella PhoP GFP – Inhibition of PhoP regulon, Salmonella typhi GFP reporter cells, confirmation, 4 h (AID 1850); one-dose inhibition, % at 50 µM; IC50 in µM for titrated hits; Salmonella Typhi PhoP-promoter GFP reporter, fluorescence, 4 h; higher % means a stronger effect; 310,000 tested, 0.33% active; in the data active means a potency from the dose series; inconclusive means inhibition mostly from about 25% at the one dose, without a potency; inactive means the rest, 99 in 100 with inhibition below about 19%;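 further: 0% = induced wells with vehicle and 100% = uninduced wells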
H1N1 NS1A inhibition – H1N1 influenza NS1A inhibitors, functional cell based assay (AID 504329); NS1A functional cell-based assay, percent inhibition; higher % means a stronger effect; inhibition, % at 12.5 µM, or IC50 in µM where a hit was titrated; 340,000 tested, 0.3% active; in the data active means a potency from the dose series; inconclusive means inhibition above about 27% without an active follow-up result; further: strong numbers were not always called active
H37Rv inhibition – M. tuberculosis growth inhibition, HTS (AID 449762); 330,000 tested, 0.59% active; one-dose inhibition, % at 25 µM; IC50 in µM for titrated hits; M. tuberculosis H37Rv growth inhibition, 7H9 media; higher % means a stronger effect; in the data active means a potency from the dose series; inconclusive means inhibition above about 70% without an active follow-up result;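 further: bacterial growth assessed after seven days of incubation; strong numbers were not always called active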
tuberculosis growth – growth inhibition of non-replicating M. tuberculosis (AID 488890) | 320,000 tested, 0.39% active | Mycobacterium tuberculosis non-replicating, growth inhibition; higher % means a stronger effect | inhibition, % at 25 µM; hits with a dose series show IC50 in µM; in the data active means a potency from the dose series; inconclusive means inhibition mostly from about 82% at the one dose, without a potency; inactive means the rest, 99 in 100 with inhibition below about 76%;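 further: plate controls were DMSO cells for no effect and high antibiotic wells for full effect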
VEEV TC-83 Vero – inhibitors of VEEV TC-83 cytopathic effect, confirmation, Vero cells (AID 588727); inhibition, % at 20 µM; hits with a dose series show IC50 in µM; Vero cells, VEEV TC-83 cytopathic effect inhibition; higher % means a stronger effect; 350,000 tested, 0.13% active; in the data active means a potency from the dose series; inconclusive means inhibition mostly from about 14% at the one dose, without a potency; inactive means the rest, 99 in 100 with inhibition below about 12%; further: strong numbers were not always called active
VEEV TC-83 Vero 10K pilot screen – recorded beside VEEV TC-83 Vero, whose call it bears; inhibition, %; measured here: 10K pilot screen inhibition
* marks the source's active call; other numbers are inactive results; i = inactive; ? = inconclusive; . = not tested or not shown. This is a random part of the collection. Share with any hit: about 1.5%.

Start of the data: the first 14 records, to show the layout:
SMILES	Salmonella PhoP GFP	H1N1 NS1A inhibition	H37Rv inhibition	tuberculosis growth	VEEV TC-83 Vero	others
Cc1cc(C)nc(NC(N)=NC2CCCCC2)n1	0%	13%	-10%	-17%	i
Cn1c(Cn2cnc(Cl)c2Cl)nc2ccccc21	-1%	-7%	-4%	-10%	1.7%
O=C1c2cnc3nc(SCc4ccccc4)nn3c2CC2c3ccccc3CCN12 (stereo unspecified)	10%	-6%	-6%	-11%	4.9%
Cc1cc(C)n(-c2ccc(C(=O)Nc3ccccn3)cc2)n1	-8%	9%	10%	7%	1.6%
Cn1c(-c2cnn(-c3ccccc3)c2N)n[nH]c1=S	-3%	-1%	-4%	-2%	0.6%
CC1C(=O)CCN(C(C)(C)C)C1C (stereo unspecified)	-7%	-4%	-1%	-14%	1.2%
COc1ccc(CNS(=O)(=O)c2ccc(-c3ccc(=O)[nH]n3)o2)cc1	-6%	5%	-5%	-3%	2.2%
CC(=O)Nc1ccc(S(=O)(=O)NCC(=O)OCC(=O)N2CCN(c3ccccc3)CC2)cc1	-4%	14%	-4%	26%	1.3%
CC(=O)Nc1nc(-c2cccc3ccccc23)cs1	8%	2%	12%	13%	0.2%
CN(C)S(=O)(=O)c1cccc(C(=O)Nc2ccccc2C(=O)NC2CC2)c1	.	2%	-6%	14%	77%
O=C(/C=C/c1ccco1)Nc1ccc2c(c1)OCCO2	17%	11%	-9%	29%	0.2%
CC(=O)N(C)c1ccc(NC(=O)c2ccco2)cc1	9%	-1%	-8%	-14%	0.4%
Cc1cc(C)cc(C(=O)NCC(=O)NCc2ccc(S(N)(=O)=O)cc2)c1	9%	-9%	0%	-9%	0.2%
COc1ccc(S(=O)(=O)NCC2CCC(C(=O)NCC(OC)OC)CC2)cc1 (stereo unspecified)	3%	-3%	-9%	-4%	0.6%

Main list, from the start:
SMILES	Salmonella PhoP GFP	H1N1 NS1A inhibition	H37Rv inhibition	tuberculosis growth	VEEV TC-83 Vero	others
Cc1cc(C)nc(NC(N)=NC2CCCCC2)n1	0%	13%	-10%	-17%	i
Cn1c(Cn2cnc(Cl)c2Cl)nc2ccccc21	-1%	-7%	-4%	-10%	1.7%
O=C1c2cnc3nc(SCc4ccccc4)nn3c2CC2c3ccccc3CCN12 (stereo unspecified)	10%	-6%	-6%	-11%	4.9%
Cc1cc(C)n(-c2ccc(C(=O)Nc3ccccn3)cc2)n1	-8%	9%	10%	7%	1.6%
Cn1c(-c2cnn(-c3ccccc3)c2N)n[nH]c1=S	-3%	-1%	-4%	-2%	0.6%
CC1C(=O)CCN(C(C)(C)C)C1C (stereo unspecified)	-7%	-4%	-1%	-14%	1.2%
COc1ccc(CNS(=O)(=O)c2ccc(-c3ccc(=O)[nH]n3)o2)cc1	-6%	5%	-5%	-3%	2.2%
CC(=O)Nc1ccc(S(=O)(=O)NCC(=O)OCC(=O)N2CCN(c3ccccc3)CC2)cc1	-4%	14%	-4%	26%	1.3%
CC(=O)Nc1nc(-c2cccc3ccccc23)cs1	8%	2%	12%	13%	0.2%
CN(C)S(=O)(=O)c1cccc(C(=O)Nc2ccccc2C(=O)NC2CC2)c1	.	2%	-6%	14%	77%
O=C(/C=C/c1ccco1)Nc1ccc2c(c1)OCCO2	17%	11%	-9%	29%	0.2%
CC(=O)N(C)c1ccc(NC(=O)c2ccco2)cc1	9%	-1%	-8%	-14%	0.4%
Cc1cc(C)cc(C(=O)NCC(=O)NCc2ccc(S(N)(=O)=O)cc2)c1	9%	-9%	0%	-9%	0.2%
COc1ccc(S(=O)(=O)NCC2CCC(C(=O)NCC(OC)OC)CC2)cc1 (stereo unspecified)	3%	-3%	-9%	-4%	0.6%
Cc1ccc(-c2nc3c(c(=O)c4ccccc4n3C)c(=O)n2-c2ccc(F)cc2)cc1	-2%	1%	0%	2%	2.8%
O=C/C=C/c1coc2ccc3ccccc3c2c1=O	16%	.	1%	?	.
C/C(CCN1CCCCc2nc(C)c(C)cc21)=N\O[C@H](C)c1cn([C@H](CO)Cc2ccccc2)nn1	-5%	.	-4%	10%	.
O=C(NCc1ccccc1)c1cc(-c2cccc(O)c2)on1	-1%	20%	-5%	-13%	2.6%	VEEV TC-83 Vero 10K pilot screen=3.1
Cc1cc(-n2c(C)cc(C(=S)N3CCOCC3)c2C)ccc1Br	-11%	4%	5%	-1%	3.7%
COc1ccccc1C1CCN(C(=O)c2cccc([N+](=O)[O-])c2)CC1	3%	-1%	1%	13%	3.8%
O=C(COc1ccc(Br)cc1)N1CCN(Cc2c[nH]c3ccccc23)CC1	1%	5%	7%	20%	9.7%
O=C(NC(C(=O)N/N=C/c1ccncc1)c1n[nH]c(=O)c2ccccc12)c1ccccc1 (stereo unspecified)	-3%	9%	2%	14%	6.0%
COc1ccc2c(c1OC)C(=O)N(c1ccc(O)cc1)C2	2%	9%	1%	13%	1.9%
CCCCCOc1ccc(C(=O)NCCC(=O)NCCCC(=O)OCC)cc1	0%	-5%	-4%	71%	0.3%
COCCn1c(SCC(=O)Nc2ccc(Cl)c(S(=O)(=O)N(C)C)c2)nc2ccccc21	1%	2%	-10%	14%	7.7%
SMILES	Salmonella PhoP GFP	H1N1 NS1A inhibition	H37Rv inhibition	tuberculosis growth	VEEV TC-83 Vero	others
CC(C)(C)OC(=O)N[C@@H](COCc1ccccc1)C(=O)N[C@@H](CO)[C@H](O)[C@@H]1C[C@@H]1C(=O)NC1CCCCC1	-1%	5%	5%	5%	i
O=C(O)C(=Cc1cc2c(cc1[N+](=O)[O-])OCO2)c1cc2c(cc1Br)OCO2	.	-4%	.	.	1.1%
Cc1ccc2cc3cc(C(=O)N4CCN(C(=O)c5ccco5)CC4)sc3nc2c1	6%	-3%	1%	25%	1.0%
CC(=O)Nc1ccc(N2CCN(Cc3ccccc3F)CC2)cc1	-6%	-4%	-26%	7%	i
N#Cc1ccc(C(=O)OCc2cccc(S(=O)(=O)N3CCOCC3)c2)cc1	.	-10%	.	.	5.6%
CC(CN(C(N)=O)c1ccccc1O)C(=O)O (stereo unspecified)	-2%	-23%	-4%	-10%	0.7%
C#CCNC(=O)[C@H](Cc1ccc(C(=O)c2ccccc2)cc1)NC(=O)OC(C)(C)C	-3%	-6%	-3%	4%	i	VEEV TC-83 Vero 10K pilot screen=0.0
Cc1ccc2[nH]c(C(=O)Nc3ccc(F)cc3)cc2c1	-5%	-2%	5%	6%	0.7%
Oc1ccc2[nH]ccc2c1	-6%	0%	-2%	19%	6.8%
CCOC(=O)CCn1nc(-c2ccc(Cl)cc2)cc1N	5%	19%	1%	3%	i
Cc1cccc(C(=O)NC2CC(C)(C)NC(C)(C)C2)c1	12%	-3%	-6%	-8%	0.3%
C/C(=N\NC(=S)Nc1cccc(C)c1)c1cc2ccccc2o1	5%	1%	67%	?	7.6%
O=S(=O)(c1cccc(C(F)(F)F)c1)N1CCN(c2cnccn2)CC1	1%	7%	0%	16%	1.6%
CCn1nnnc1SCC(=O)NC1Cc2ccccc2C1	8%	4%	0%	-25%	0.8%
Cc1cc(NC(=O)c2ccc(S(=O)(=O)N3CCOCC3)cc2)nc2c1c(=O)oc1ccccc12	-8%	.	4%	7%	.
COc1cc2c(cc1NC(=O)C(C)Sc1ccc(C)cc1)oc1ccccc12 (stereo unspecified)	-2%	6%	1%	20%	0.2%
O=C(Cn1ncc2ccccc21)N1CCc2ccccc21	0%	-3%	2%	.	0.5%
Cc1ccc(-n2ncc3c2CCCC3NC(=O)CCC2=NNC(=O)CC2)cc1C (stereo unspecified)	-4%	-12%	-14%	15%	0.6%
O=c1oc2ccccc2c(Nc2ccc3ccccc3c2)c1[N+](=O)[O-]	-9%	1%	?	22%	i
S=C(Nc1ccc(Cl)c(Cl)c1)N1CCN(c2ccccn2)CC1	-5%	-3%	-5%	5%	1.5%
CCOc1ccc(/C=N/NC(=O)C(O)c2ccccc2)c(O)c1 (stereo unspecified)	-1%	21%	5%	3%	13%
Cc1cc(C)n2c(SCC(=O)Nc3ccc(F)cc3F)nnc2n1	-1%	9%	-1%	-11%	0.7%
Fc1ccc(CSc2nnc(-c3ccccn3)o2)cc1	-1%	-6%	9%	?	0.4%
CCn1c(SCc2nc3ccccc3c(=O)[nH]2)nnc1C(C)NC(=O)c1ccccc1 (stereo unspecified)	-5%	-2%	-6%	-3%	0.4%
CC(CSc1nnnn1-c1ccccc1)Cn1c(N2CCN(C)CC2)nc2c1c(=O)[nH]c(=O)n2C (stereo unspecified)	-4%	5%	-4%	-4%	0.7%
SMILES	Salmonella PhoP GFP	H1N1 NS1A inhibition	H37Rv inhibition	tuberculosis growth	VEEV TC-83 Vero	others
O=C(c1ccc(Cn2c(=O)[nH]c3ccccc3c2=O)cc1)N1CCN(c2ccc(Cl)cc2)CC1	-2%	4%	?	36%	6.1%
CC(=O)Nc1ccc(OC(=O)c2cccnc2)cc1	5%	-11%	2%	12%	5.3%
COc1ccc(/C=C/c2nnc(NC(C)=O)s2)cc1	5%	-19%	-7%	-2%	0.5%
NC(=O)C1=C[C@H](C2CCCCC2)C[C@H](OCc2ccc(CO)cc2)O1	-7%	-11%	10%	4%	>25µM*
CC(=O)c1ccc(S(=O)(=O)N2CCC3(CC2)OCCO3)cc1	-15%	-8%	7%	6%	1.5%
O=C(CN1C(=O)c2ccc([N+](=O)[O-])cc2C1=O)NCCC1=CCCCC1	-7%	-14%	1%	-18%	1.3%
O=C(NC(=S)NC12CC3CC(CC(C3)C1)C2)c1ccc(F)cc1	.	.	12%	?	.
CCOC(=O)N1CCC(NC(=O)c2oc3c(c2C)-c2[nH]ncc2CC3)CC1	4%	4%	2%	18%	i
O=C(Nc1ccc(C(=O)O)cc1)/C(=C\c1ccc(F)cc1)NC(=O)c1ccco1	11%	10%	-3%	-7%	i
CC(C)[C@H](NC(=O)c1ccccc1)C(=O)OCC(=O)/C=C1/N(C)c2ccccc2C1(C)C	-4%	8%	5%	30%	6.4%
COCc1cc(C)nc(N/N=C/c2ccc(-c3cc(C(=O)O)ccc3Cl)o2)c1C#N	-8%	.	1%	2%	.
O=C(CSc1nc2ccc(Nc3nc(N4CCOCC4)nc(N4CCOCC4)n3)cc2s1)N1CCOCC1	-1%	0%	-1%	-8%	6.8%
Cc1cccc2c(=O)c(-c3ccc4c(c3)OCO4)c(NC(=O)c3ccco3)oc12	15%	3%	6%	39%	2.8%
CC(C)OP(=O)(O)NC(=O)c1ccccc1	-5%	-18%	1%	-12%	0.1%
COc1cc2[nH]c(=S)n(Cc3ccc(C)o3)c(=O)c2cc1OC	-16%	0%	4%	-5%	3.8%
COc1ccc(NC(=O)N2CCCC2C(=O)NCc2ccc(F)cc2)cc1 (stereo unspecified)	-6%	-4%	-2%	12%	1.9%	VEEV TC-83 Vero 10K pilot screen=2.0
CC1=C(C(=O)OCCC#N)C(c2cc3c(cc2Br)OCO3)NC(=O)N1 (stereo unspecified)	-5%	19%	1%	0%	i
CCCCCc1ccc(-c2ccc(/C=C/C(=O)O)cc2)nc1	-12%	-3%	?	?	i	VEEV TC-83 Vero 10K pilot screen=0.3
